Assay outcomes (PubChem BioAssay)
MrgX1 ag = agonists of human MrgX1 receptor | Q96LB2 | MrgX1-HEK293 cells, Fluo-4 calcium fluorescence, agonist mode; stronger effect = higher value | B-score at 10 µM | 310,000 tested, 0.44% active | AID 588627;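 active = calcium response B-score plate-corrected fluorescence ratio at least 3 library SD, with starting fluorescence B-score inside 5 SD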
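System: HEK293 cells stably expressing human MrgX1 receptor; Dosing: test compound in the initial addition of three; Schedule: overnight plating, then 30 min 37 °C plus 30 min room-temperature dye loading; Detection: kinetic calcium dye fluorescence, Fluo-4 NW; Controls: per-plate positive and negative controls for Z′ factor.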
TMEM16A act = activates or potentiates the mouse TMEM16A chloride channel; HEK293 TMEM16A/YFP-H148Q/I152L, iodide quench fluorescence; stronger effect = lower value; 340,000 tested, 0.3% active; B-score at 10 µM; AID 623877; Q8BHY3;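 active = fluorescence-ratio B-score plate-corrected deviation score at least 3 library SD below zero, with starting fluorescence score within 5 deviations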;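 note: channel opened by trigger with iodide after compound preincubation; score built on the fluorescence ratio of max minus min over baseline; more negative score means more quench and so TMEM16A activation or potentiation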
TRPC6 act = activates the mouse TRPC6 cation channel | Q61143 | HEK293-TRPC6 membrane potential dye fluorescence; stronger effect = higher value | B-score at 10 µM | AID 2550 | 310,000 tested, 0.13% active;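 active = B-score of the integrated fluorescence ratio above library mean plus 3 SD, and starting fluorescence ratio within library mean plus 5 SD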;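 note: higher score means more depolarization so channel activation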
TRPC4 block = TRPC4 (mouse) channel inhibition; HEK293 TRPC4beta/mu-opioid, DAMGO-evoked Fluo4 calcium flux; stronger effect = lower value; B-score at 10 µM; 300,000 tested, 0.39% active;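 active = B-score over 3 SD under the library average, no early fluorescence shift, positive overall ratio signal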
Target sequence (Q9QUQ5 whole entry, looked up): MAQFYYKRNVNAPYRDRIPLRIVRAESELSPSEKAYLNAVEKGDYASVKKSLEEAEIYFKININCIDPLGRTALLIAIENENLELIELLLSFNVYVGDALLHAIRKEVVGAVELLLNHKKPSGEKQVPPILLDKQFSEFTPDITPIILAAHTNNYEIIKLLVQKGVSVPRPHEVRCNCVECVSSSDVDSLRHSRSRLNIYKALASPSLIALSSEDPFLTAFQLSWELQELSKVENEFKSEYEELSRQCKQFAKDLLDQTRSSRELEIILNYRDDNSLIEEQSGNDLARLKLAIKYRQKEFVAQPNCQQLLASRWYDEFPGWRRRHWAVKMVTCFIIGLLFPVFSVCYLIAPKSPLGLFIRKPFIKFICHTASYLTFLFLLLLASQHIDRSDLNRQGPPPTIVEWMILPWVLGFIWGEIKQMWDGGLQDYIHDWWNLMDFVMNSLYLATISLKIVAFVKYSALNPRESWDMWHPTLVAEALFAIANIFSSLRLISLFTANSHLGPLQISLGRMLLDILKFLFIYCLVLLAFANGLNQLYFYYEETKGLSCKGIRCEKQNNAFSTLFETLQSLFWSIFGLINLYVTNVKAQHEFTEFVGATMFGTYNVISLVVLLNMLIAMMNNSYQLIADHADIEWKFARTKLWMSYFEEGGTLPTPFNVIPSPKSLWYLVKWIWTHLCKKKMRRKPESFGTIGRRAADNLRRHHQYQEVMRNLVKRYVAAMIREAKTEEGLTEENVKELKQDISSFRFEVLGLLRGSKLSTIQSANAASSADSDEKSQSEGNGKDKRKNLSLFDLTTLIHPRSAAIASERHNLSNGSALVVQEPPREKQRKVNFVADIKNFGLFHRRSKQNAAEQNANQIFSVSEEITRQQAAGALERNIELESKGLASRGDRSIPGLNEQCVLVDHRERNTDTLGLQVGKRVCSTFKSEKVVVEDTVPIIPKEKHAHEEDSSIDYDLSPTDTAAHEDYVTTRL
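test system = HEK293 cells with stable TRPC4beta plus mu-opioid receptor expression | detection = Fluo4 Ca2+ flux fluorescence | read-out = integrated fluorescence ratio relative to baseline, converted to per-well B score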
SKKanGAS inh = inhibitors of SKKanGAS S. pyogenes growth in kanamycin (SK-promoter or general growth effect); 300,000 tested, 1.3% active; BacTiter-Glo, 6 h; inhibition, % at 7.5 µM;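 active = mean replicate score, as percent of positive control median, at least 50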;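 note: strain carries kanamycin resistance gene driven by streptokinase promoter and grows in 40 µg/ml kanamycin; loss of luminescence reflects streptokinase promoter inhibition or plain growth inhibition; 0% = median of DMSO wells and 100% = positive control at its reference dose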
MrgX1 antagonist = antagonists of human MrgX1 receptor. MRGX1-HEK293 calcium flux, Fluo-4, BAM8-22 antagonism; stronger effect = lower value. B-score at 10 µM. 310,000 tested, 1.3% active. Q96LB2;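 active = calcium-response B-score plate-corrected more than 3 library SD below zero, starting fluorescence within 5 deviations, no agonist response on first addition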;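 note: peak minus trough fluorescence over baseline after final BAM8-22 challenge near maximal dose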
MrgX1 PAM = human MrgX1 positive allosteric modulation, primary screen | Q96LB2 | MrgX1-HEK293, Fluo-4 calcium flux, FDSS; stronger effect = higher value | B-score at 10 µM | 310,000 tested, 0.63% active;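 active = plate-corrected calcium response at least 3 library SD above typical, normal starting fluorescence, not activating the receptor alone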;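 note: compound read alongside a low EC10 to EC30 dose of BAM8-22 agonist; peak minus trough fluorescence over baseline measured at the second addition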
ANO1 block = inhibitors of mouse TMEM16A calcium-activated chloride channel | normalized B-score (activity score, 25-100; higher = stronger inhibition) at 10 µM | 310,000 tested, 1.2% active | HEK293 TMEM16A/YFP iodide influx fluorescence, ionomycin | AID 588511 | Q8BHY3;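 active = ratio plate-corrected score three or more library SD toward inhibition, starting fluorescence score within five deviations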;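 note: score derived from kinetic fluorescence span divided by baseline fluorescence per well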
TRPC6 inh = inhibitors of mouse TRPC6 channel. HEK293-TRPC6, membrane potential dye, ACh-evoked depolarization; stronger effect = lower value. B-score at 10 µM. 310,000 tested, 1.1% active. AID 2553;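 active = B-score under library mean minus 3 SD, initial fluorescence not abnormally high, positive integrated signal ratio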;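 note: B-score derived from integrated fluorescence ratio over the kinetic read; more negative B-score means stronger inhibition of depolarization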
TRPC4 potent = TRPC4 (mouse) allosteric potentiation; 310,000 tested, 0.42% active; HEK293 TRPC4beta/mu-opioid, DAMGO EC20, Fluo-4 Ca2+ flux; stronger effect = higher value; AID 2227; B-score at 10 µM;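 active = B-score of calcium response area above 5 SD of library B-scores, with initial fluorescence ratio within 5 SD of library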;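 note: B-score of integrated fluorescence ratio over time as area under calcium response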
TRPC4 agonist = TRPC4 (mouse) channel activation. Q9QUQ5. HEK293 TRPC4beta/mu-opioid, Fluo4 calcium fluorescence; stronger effect = higher value. B-score at 10 µM. 310,000 tested, 0.49% active. AID 2237;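 active = B-score above 5 SD of library B-scores, and initial fluorescence ratio not above library mean plus 5 SD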;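 note: positive B-score marks a calcium rise read as TRPC4 activation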
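Assay system – TRPC4beta and mu-opioid receptor HEK293 stable cells · Measured by – Fluo4 fluorescence, kinetic · Schedule – dye loading 45 min room temperature, 110 s kinetic read · Read-out – B-scored integrated calcium fluorescence ratio · Controls – buffer and maximal DAMGO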
* = called active by the depositor; i = inactive; nt = no result given.

SMILES | MrgX1 ag | TMEM16A act | TRPC6 act | TRPC4 block | SKKanGAS inh | MrgX1 antagonist | MrgX1 PAM | ANO1 block | TRPC6 inh | TRPC4 potent | TRPC4 agonist
C=CCn1c(SCC(=O)O)nnc1-c1ccc(C(C)(C)C)cc1 | i | i | i | i | 5.1 | i | i | i | i | i | i
O=C(NCCc1cnc[nH]1)c1cccs1 | i | i | i | i | -3.5 | i | i | i | i | i | i
CC(=C1C(=O)c2ccccc2C1=O)N1CCC(C(N)=O)(N2CCCCC2)CC1 | i | i | i | i | -0.7 | i | i | i | i | i | i
CCCn1c2c(c(=N)c3c1CCC3)CCC2 | i | i | i | i | 13.2 | i | i | i | -8.06* | i | i
O=C(CSc1ccc2nnc(CCNC(=O)c3ccccc3)n2n1)Nc1ccccc1F | i | i | i | i | 9.6 | i | i | i | i | i | i
Cc1ccc(SCc2cc(=O)[nH]c(/N=C(\N)Nc3ccc(C)c(C)c3)n2)cc1 | i | i | i | i | 7.3 | i | i | i | i | i | i
O=C(NCc1ccc(Cl)cc1)C1CCC(CNc2c(N3CCOCC3)c(=O)c2=O)CC1 (stereo not given) | i | i | i | i | 3.2 | i | i | i | i | i | i
O=C1[C@H]2[C@@H](/C=C/c3ccccc3)N3C(=O)CN(Cc4ccccn4)C(=O)[C@@]3(Cc3ccccc3)[C@H]2C(=O)N1c1ccccc1 | i | i | i | i | 4.3 | i | i | i | i | i | i
CCn1c(SCc2nc3scc(-c4ccccc4)c3c(=O)[nH]2)nnc1-c1ccc(Cl)cc1 | i | i | i | i | 27.5 | i | i | i | i | i | i
CC1(c2ccc(OC(F)F)cc2)NC(=O)N(/N=C/c2c(O)ccc3ccccc23)C1=O (stereo not given) | i | -4.69* | i | i | -2.1 | i | i | i | i | i | i
CCN(CC)CCN1C(=O)c2ccccc2NC1c1cc(OC)c(OC)c(OC)c1 (stereo not given) | i | i | i | i | -2.7 | i | i | i | i | i | i
CN(N)c1nc2ccccc2nc1C(F)(F)F | i | i | i | i | -11.9 | i | i | i | i | i | i
Cc1nc2ccc(S(=O)(=O)NCC(=O)N3CCCCC3)cc2s1 | i | i | i | i | -2.7 | i | i | i | i | i | i
COc1ccc(CNc2nccs2)cc1 | i | i | i | i | -3.9 | i | i | i | i | i | i
CCOc1ccccc1-n1nnnc1SCC(=O)O | i | i | i | i | -3.7 | i | i | i | i | i | i
COc1ccc(OC)c(N(CC(=O)NCc2ccccc2)S(=O)(=O)c2ccc(OC)c(OC)c2)c1 | i | i | i | i | -13.7 | i | i | i | i | i | i
COC(=O)CCNCCSc1nnc(-c2ccco2)n1Cc1ccccc1 | i | i | i | i | -10.5 | i | i | i | i | i | i
Cc1ccc(O)c(C(=O)c2cc(C#N)c(=O)n(Cc3ccccc3)c2)c1 | i | i | i | i | 12.4 | i | i | i | i | i | i
COCCCn1c(=O)/c(=C\c2ccccc2OC(F)F)s/c1=C(/C#N)C(=O)N1CCOCC1 | i | i | i | i | 1.5 | i | i | i | i | i | i
CN=c1scc(-c2cc(OC)ccc2OC)n1/N=C/c1c(C)[nH]c2ccccc12 | i | i | i | i | 20.9 | i | i | i | i | i | i
CC(C)OCCCNC(=O)CN1CCN(Cc2ccccc2Cl)C1=O | i | i | i | i | 0.0 | i | i | i | i | i | i
Cc1noc(C(=O)NC2CCCCC2)c1Cl | i | i | i | i | 5.1 | i | i | i | i | i | i
CCOc1cc(C2C(C(=O)c3ccco3)=C(O)C(=O)N2CC2CCCO2)ccc1O (stereo not given) | i | i | i | i | -4.8 | i | i | i | i | i | i
Cc1ccc(CN(Cc2cccnc2)C(=O)CN2C(=O)COc3ccccc32)o1 | i | i | i | i | 0.5 | i | i | i | i | i | i
Cc1ccc(NC(=S)N(CCCN2CCN(C)CC2)Cc2cccs2)cc1 | i | i | i | i | 2.4 | i | i | i | i | i | i
COc1ccc(C(=O)NC(=S)Nc2ccc(N3CCCC3)cc2)cc1OC | i | i | i | i | 5.6 | i | i | i | i | i | i
COc1ccc(/C=C2\SC(=S)N(CCC(=O)Nc3ccc(C(=O)O)cc3)C2=O)cc1 | i | i | i | i | 11.8 | i | i | i | i | i | i
O=C(Nc1nccs1)c1cc(Cl)ccc1[N+](=O)[O-] | i | i | i | i | -1.4 | i | i | i | i | i | i
c1ccc(NC(=NCc2ccco2)c2ccccc2)cc1 | i | i | i | i | -8.0 | i | i | i | i | i | i
CC(Cn1cncn1)NC(=O)c1cc(COc2cccc(C(F)(F)F)c2)on1 (stereo not given) | i | i | i | i | 9.2 | i | i | i | i | i | i
O=C(Nc1ccc(Cl)c(Cl)c1)N1CCCCCC1 | i | i | i | i | 7.9 | i | i | i | i | i | i
Cc1ccc(CCNS(=O)(=O)c2cc3c(cc2C)n(C)c(=O)c(=O)n3C)cc1 | i | i | i | i | -3.5 | i | i | i | i | i | i
COc1cc(Br)cc(-c2nc3c(c(=O)[nH]c(=O)n3Cc3ccccc3)n2C)c1O | i | i | i | i | 18.1 | i | i | i | i | i | i
CN1/C(=C/C(=O)C2CCC2)Sc2ccccc21 | i | nt | i | i | -3.8 | i | i | i | i | i | i
Cc1cc(C(=O)NC2Cc3ccccc3C2)c(C)o1 | i | i | i | i | 9.2 | i | i | i | i | i | i
Cc1ccc(NC(=O)Cn2c(=O)c3cccn3c3ccccc32)c(C)c1 | i | i | i | i | 4.5 | i | i | i | i | i | i
Cc1ccc(C)c2sc(NC(=O)c3ccc(N4C(=O)CCC4=O)cc3)nc12 | i | i | i | i | -2.0 | i | i | i | i | i | i
COc1cccc(C(=O)NCc2ccc3c(c2)OCO3)c1OC | i | i | i | i | -4.9 | i | i | i | i | i | i
COc1cccc(N(CC(=O)N2CCN(C)CC2)S(=O)(=O)c2ccc(C)cc2)c1 | i | i | i | i | 0.3 | i | i | i | i | i | i
COCc1cc(=O)[nH]c(/N=C(\N)Nc2ccc(C)cc2C)n1 | i | i | i | i | 3.1 | i | i | i | i | i | i
O=C(CN(Cc1ccc2c(c1)OCO2)C(=O)CNS(=O)(=O)c1ccccc1)NCC1CCCO1 (stereo not given) | i | i | i | i | 2.5 | i | i | i | i | i | i
Cc1cccc(Nc2n[nH]c(=S)s2)c1C | i | i | i | i | -2.6 | i | i | i | i | i | i
CC(=O)Nc1ccc(C#Cc2ccc(NC(C)=O)cc2)cc1 | i | i | i | i | 84.5* | i | i | i | i | i | i
CCN(C(=O)c1cc2c(=O)[nH]c3ccc(C)cc3c2s1)c1ccc(OC)cc1 | i | i | i | i | 10.7 | i | i | i | i | i | i
CCS(=O)(=O)NCc1ccc2c(c1)cc(C)n2C | i | i | i | i | -3.0 | i | i | i | i | i | i
CC(=O)Oc1cccc(N2C(=O)CC(Nc3ccc(N4CCOCC4)cc3)C2=O)c1 (stereo not given) | i | i | i | i | -9.0 | i | i | i | i | i | i
O=C(COc1ccc2c(-c3ccccc3)cc(=O)oc2c1)Nc1cccnc1 | i | i | i | i | 2.9 | i | i | i | i | i | i
Cn1c(CCC(=O)Nc2cc(S(C)(=O)=O)ccc2Cl)nc2cc(S(=O)(=O)N3CCOCC3)ccc21 | i | i | i | i | -12.4 | i | i | i | i | i | i
CC(CCc1ccccc1)NC(=O)C(Cc1ccccc1)NC(N)=O (stereo not given) | i | i | i | i | -1.5 | i | i | i | i | i | i
Cc1ccc(C(=O)N2CCCc3ccccc32)c(F)c1F | i | i | i | i | 3.5 | i | i | i | i | i | i
COc1ccc(N2CC(O)=C(c3nc4ccccc4s3)C2=N)cc1 | i | i | i | i | 7.7 | i | i | i | i | i | i
CC(C)c1nc2sc3c(=O)[nH]cnc3c2c2c1CCC2 | i | i | i | i | -6.4 | i | i | i | i | i | i
O=C(O)C1CCCCC1C(=O)N1CCN(S(=O)(=O)c2ccc(F)cc2)CC1 (stereo not given) | i | i | i | i | -5.3 | i | i | i | i | i | i
CCOC(=O)c1ccc(N2C(=O)CC(C(=O)OC)=C2C)cc1 | i | i | i | i | 3.9 | i | i | i | i | i | i
Cc1cc(C)cc(N2CC(C)(C)C2=O)c1 | i | i | i | i | 3.0 | i | i | i | i | i | i
S=C(Nc1ccc(Cc2ccncc2)cc1)Nc1cccc(Cl)c1 | i | i | i | i | 1.6 | i | i | i | i | i | i
COc1ccc(C2CC(=O)c3cnc(NC(=O)c4ccccc4)nc3C2)c(OC)c1 (stereo not given) | i | i | i | i | 18.4 | i | i | i | i | i | i
CCCCN(C(=O)/C=C/c1ccc(OC)cc1)C1CCS(=O)(=O)C1 (stereo not given) | i | i | i | i | 13.3 | i | i | i | i | i | i
COc1ccccc1NC(=O)C[n+]1ccccc1C | i | i | i | i | 5.5 | i | i | i | i | i | i
CCC(C)c1ccc(N(CC(=O)NC(C)(C)C)C(=O)CNC(=O)c2cccs2)cc1 (stereo not given) | i | i | i | i | -9.4 | i | i | i | i | i | i

Further compounds
SMILES | MrgX1 ag | TMEM16A act | TRPC6 act | TRPC4 block | SKKanGAS inh | MrgX1 antagonist | MrgX1 PAM | ANO1 block | TRPC6 inh | TRPC4 potent | TRPC4 agonist
COc1ccc(/C=N/Nc2nnc(Cc3ccccc3)c(=O)[nH]2)cc1OC | i | i | i | i | 7.7 | i | i | i | i | i | i
CC(C)C(NC(=O)C1CCCCC1)C(=O)NC1=NCCS1 (stereo not given) | i | i | i | i | 1.5 | i | i | i | i | i | i
O=[N+]([O-])c1nn(-c2ccc(Cl)cc2)n(O)c1=NCc1ccccc1Cl | i | i | i | i | 5.4 | i | i | i | i | i | i
CCCNc1c(F)c(F)c2c(C)c3ccccc3nc2c1F | i | i | i | i | 23.4 | -6.04* | i | i | i | i | i
COc1ccc(S(=O)(=O)N2CCC(Cc3ccccc3)CC2)cc1C(N)=O | i | i | i | i | -15.4 | i | i | i | i | i | i
COC(=O)c1ccc(C2CC(=O)NC3=C2C(=O)CCC3)cc1 (stereo not given) | i | i | i | i | -7.4 | i | i | i | i | i | i

This is a random part of the collection (roughly 6.7% active in at least one column).
